U2OS ROS induce: raises reactive oxygen species in U2OS cancer cells; U2OS ROS induction, H2DCF-DA fluorescence; ROS induction (% of piperlongumine), % at 10 µM; hit rate 2% among 46,000; AID 624156; in the data active = ROS induction above about 79%, passing the limit was not always enough;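 note: 0% = DMSO vehicle median and 100% = reference compound median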
* marks the source's active call; other numbers are inactive results. A portion of the library; rates above refer to the full screens.

SMILES | U2OS ROS induce
CC(C)NC(=O)Nc1ccc2c(c1)CC(=O)N([C@H](C)CO)C[C@@H](C)[C@@H](CN(C)Cc1ccc(Cl)c(Cl)c1)O2 | 28
CC1CCc2c(sc3ncn(CC(=O)Nc4c(C(C)C)cccc4C(C)C)c(=O)c23)C1 (centres undefined) | 13
COc1ccc(-c2coc3c(OC)c(OC)ccc3c2=O)cc1 | 14
O=C(NCc1ccccn1)c1cc(-c2cccnc2)nc2ccccc12 | 1
Cc1ccc(SCCC(=O)N2CCN(c3ncc(C(F)(F)F)cc3Cl)CC2)cc1 | 18
CCC(Sc1nnc(C)n2c1cc1oc(C)cc12)C(=O)Nc1cccc(OC)c1 (centres undefined) | 96*
C[C@H]1CN([C@@H](C)CO)C(=O)Cc2cc(NC(=O)Nc3ccccc3)ccc2O[C@H]1CN(C)Cc1ccccc1 | 6
O=C(N/N=C/c1cc(O)ccc1Br)c1ccccc1O | -11
O=C1Nc2ccc(Br)cc2/C1=C/c1cc2c([nH]1)CCCC2 | 43
Cc1ccc(/C=N/n2nnnc2N)s1 | -8
C[C@@H]1CN([C@H](C)CO)C(=O)c2cc(NS(C)(=O)=O)ccc2O[C@H]1CN(C)Cc1ccncc1 | -16
C[C@@H]1CN([C@H](C)CO)C(=O)CCCn2cc(nn2)CO[C@@H]1CN(C)C(=O)Nc1ccc2c(c1)OCCO2 | 4
C[C@H]1CN([C@@H](C)CO)C(=O)Cc2cc(NC(=O)Nc3cccc4ccccc34)ccc2O[C@@H]1CN(C)C(=O)Nc1cccc2ccccc12 | 3
Cc1nn(-c2ccccc2)c(Cl)c1C1N(Cc2ccccc2)CCN1Cc1ccccc1 | 43
CC(C)NC(=O)Nc1ccc2c(c1)C(=O)N([C@@H](C)CO)C[C@H](C)[C@H](CN(C)CC1CCCCC1)O2 | -1
Cc1sc(/N=C/c2cn(Cc3ccccc3)c3ccccc23)c(C#N)c1C | 35
C[C@@H]1CN([C@@H](C)CO)C(=O)c2cc(NC(=O)c3ccncc3)ccc2O[C@@H]1CN(C)Cc1ccc(-c2ccccc2)cc1 | -2
Cc1ccc(Nc2cc(=O)[nH]n2C)cc1Cl | 5
CNC[C@@H]1Oc2c(NS(=O)(=O)c3ccc(F)cc3)cccc2C(=O)N([C@@H](C)CO)C[C@H]1C | -18
CN(C(=O)c1ccccc1)c1ccc(OCC(=O)NC2CCS(=O)(=O)C2)cc1 (centres undefined) | -1
Cc1ncoc1C(=O)NCc1ccc(Cl)cc1 | 2
CCn1c(SCC(=O)Nc2ccc(C(=O)O)cc2)nnc1-c1ccc(C)cc1 | -15
CC(=O)Nc1cc2ccc(OC(C)=O)cc2oc1=O | -5
C[C@@H]1CN([C@@H](C)CO)C(=O)c2cc(NC(=O)Nc3ccc(F)cc3)ccc2O[C@H]1CN(C)C(=O)Nc1ccc2c(c1)OCO2 | -2
COc1ccc(S(=O)(=O)N(C)C[C@@H]2OCCCC[C@@H](C)Oc3ccc(NS(=O)(=O)c4cccs4)cc3C(=O)N([C@H](C)CO)C[C@@H]2C)cc1 | 115*
C[C@@H]1CN([C@@H](C)CO)C(=O)c2cccc(NC(=O)Nc3ccccc3)c2O[C@H]1CN(C)CC1CCCCC1 | 6
Cc1c(C(=O)N2CCc3ccccc32)oc2c1C(=O)CC(C)(C)C2 | 45
COC(=O)c1[nH]nc2c1C(=O)N(c1ccc(F)cc1)C2=O | 260*
O=C(OCC(O)CO)c1ccccc1Nc1ccnc2cc(Cl)ccc12 (centres undefined) | 12
C[C@H]1CN([C@@H](C)CO)C(=O)c2cc(NC(=O)CCCN(C)C)ccc2O[C@@H]1CN(C)Cc1ccncc1 | 15
Cc1sc2ncnc(SCC(=O)c3ccc4ccccc4c3)c2c1C | -9
Cc1noc(C)c1NC(=O)Nc1ccc2c(c1)CC(=O)N([C@@H](C)CO)C[C@H](C)[C@H](CN(C)S(=O)(=O)c1cn(C)cn1)O2 | 6
O=C1O[C@H](c2ccccc2)[C@H](c2ccccc2)N2[C@H]1[C@@H](C(=O)O)[C@]1(C(=O)Nc3ccc(C#CCCO)cc31)[C@H]2c1ccc(O)cc1 | 1
COc1ccc(NC(=O)Nc2ccc3c(c2)C(=O)N([C@H](C)CO)C[C@@H](C)[C@H](CN(C)C(=O)NC(C)C)O3)cc1 | -12
O=C1N(CCS(=O)(=O)c2ccccc2)Cc2ccccc2[C@H]2OC(c3ccc(OCCCO)cc3)=N[C@@]12Cc1ccccc1 | 117*
CC(C)NC(=O)N(C)C[C@@H]1Oc2ccc(NS(=O)(=O)c3ccc(Cl)cc3)cc2CC(=O)N([C@H](C)CO)C[C@@H]1C | -3
CC(C)(C)NC(=O)Nc1ccc2ccccc2c1 | 4
CC(C)NC(=O)N(C)C[C@H]1Oc2c(NS(=O)(=O)c3ccc(Cl)cc3)cccc2C(=O)N([C@@H](C)CO)C[C@@H]1C | -5
C[C@H]1CN([C@@H](C)CO)C(=O)c2cccc(NS(=O)(=O)c3cn(C)cn3)c2O[C@H]1CN(C)CC1CC1 | 3
CNC[C@@H]1Oc2ccc(NC(=O)Nc3c(C)noc3C)cc2C(=O)N([C@@H](C)CO)C[C@H]1C | -2
C[C@@H]1CN([C@H](C)CO)C(=O)Cc2cc(NC(=O)Cc3ccccc3)ccc2O[C@H]1CN(C)S(=O)(=O)c1cccs1 | -3
C[C@H]1CN([C@@H](C)CO)C(=O)c2cc(NS(=O)(=O)c3ccccc3)ccc2O[C@H]1CN(C)C(=O)Nc1ccc2c(c1)OCO2 | 11
COc1ccc(CN(C)C[C@H]2OCc3cn(nn3)CCCC(=O)N([C@H](C)CO)C[C@@H]2C)cc1 | -8
C[C@H]1CN([C@@H](C)CO)C(=O)c2cccc(NC(=O)NC3CCCCC3)c2O[C@@H]1CN(C)C(=O)Nc1ccccc1 | -5
COc1ccccc1NC(=O)C(CCS(C)(=O)=O)N1C(=O)c2ccc(Br)cc2C1=O (centres undefined) | 13

15 of the compounds above, with tabs:
SMILES	U2OS ROS induce
COC(=O)c1[nH]nc2c1C(=O)N(c1ccc(F)cc1)C2=O	260*
O=C(OCC(O)CO)c1ccccc1Nc1ccnc2cc(Cl)ccc12 (centres undefined)	12
C[C@H]1CN([C@@H](C)CO)C(=O)c2cc(NC(=O)CCCN(C)C)ccc2O[C@@H]1CN(C)Cc1ccncc1	15
Cc1sc2ncnc(SCC(=O)c3ccc4ccccc4c3)c2c1C	-9
Cc1noc(C)c1NC(=O)Nc1ccc2c(c1)CC(=O)N([C@@H](C)CO)C[C@H](C)[C@H](CN(C)S(=O)(=O)c1cn(C)cn1)O2	6
O=C1O[C@H](c2ccccc2)[C@H](c2ccccc2)N2[C@H]1[C@@H](C(=O)O)[C@]1(C(=O)Nc3ccc(C#CCCO)cc31)[C@H]2c1ccc(O)cc1	1
COc1ccc(NC(=O)Nc2ccc3c(c2)C(=O)N([C@H](C)CO)C[C@@H](C)[C@H](CN(C)C(=O)NC(C)C)O3)cc1	-12
O=C1N(CCS(=O)(=O)c2ccccc2)Cc2ccccc2[C@H]2OC(c3ccc(OCCCO)cc3)=N[C@@]12Cc1ccccc1	117*
CC(C)NC(=O)N(C)C[C@@H]1Oc2ccc(NS(=O)(=O)c3ccc(Cl)cc3)cc2CC(=O)N([C@H](C)CO)C[C@@H]1C	-3
CC(C)(C)NC(=O)Nc1ccc2ccccc2c1	4
CC(C)NC(=O)N(C)C[C@H]1Oc2c(NS(=O)(=O)c3ccc(Cl)cc3)cccc2C(=O)N([C@@H](C)CO)C[C@@H]1C	-5
C[C@H]1CN([C@@H](C)CO)C(=O)c2cccc(NS(=O)(=O)c3cn(C)cn3)c2O[C@H]1CN(C)CC1CC1	3
CNC[C@@H]1Oc2ccc(NC(=O)Nc3c(C)noc3C)cc2C(=O)N([C@@H](C)CO)C[C@H]1C	-2
C[C@@H]1CN([C@H](C)CO)C(=O)Cc2cc(NC(=O)Cc3ccccc3)ccc2O[C@H]1CN(C)S(=O)(=O)c1cccs1	-3
C[C@H]1CN([C@@H](C)CO)C(=O)c2cc(NS(=O)(=O)c3ccccc3)ccc2O[C@H]1CN(C)C(=O)Nc1ccc2c(c1)OCO2	11

Continuation.
SMILES | U2OS ROS induce
COc1ccc(NC(=O)Nc2cccc3c2O[C@H](CN(C)S(=O)(=O)c2cccs2)[C@H](C)CN([C@@H](C)CO)C3=O)cc1 | 0
C[C@@H]1CN([C@H](C)CO)C(=O)c2cccc(NC(=O)Nc3cccc4ccccc34)c2O[C@@H]1CN(C)Cc1ccc(Cl)c(Cl)c1 | -1
O=C(CSc1n[nH]c(-c2ccc(Cl)cc2)n1)Nc1cccc(Br)c1 | -10
C[C@@H]1CN([C@H](C)CO)C(=O)c2cccc(NS(C)(=O)=O)c2O[C@H]1CN(C)C(=O)NC1CCCCC1 | -15
O=C(Nc1ccc2c(c1)OCCO2)c1ccc(CNS(=O)(=O)c2cccc(C(F)(F)F)c2)cc1 | -14
C[C@@H]1CN([C@@H](C)CO)C(=O)c2cccc(NC(=O)Nc3ccc(C(F)(F)F)cc3)c2O[C@@H]1CN(C)C(=O)Nc1ccc(C(F)(F)F)cc1 | 18
CN(C)CCCN1C(=O)[C@@]2(Cc3ccccc31)c1ccccc1C(=O)N(Cc1ccccc1)[C@H]2c1ccc(CO)cc1 | -1
COc1ccc(CN(C)C[C@@H]2Oc3ccc(NC(=O)Nc4ccc5c(c4)OCO5)cc3CC(=O)N([C@H](C)CO)C[C@H]2C)cc1 | 21
Cc1cc(Br)c(NC(=O)CSc2ncn(-c3ccccc3)n2)cc1C | -6
CSc1ccccc1NC(=O)c1cc2n(n1)C(C(F)(F)F)C1CCc3ccccc3C1N2 (centres undefined) | 7
N#Cc1nc(-c2ccccc2F)oc1NCC1CCCO1 (centres undefined) | -6
COc1ccc(NC(=O)Nc2ccc3c(c2)CC(=O)N([C@H](C)CO)C[C@@H](C)[C@H](CN(C)C(=O)Nc2ccc4c(c2)OCO4)O3)cc1 | -5
COC(=O)c1cn(CC(N)=O)c2ccccc12 | -8
COc1cc2c(cc1OC)CN(C(=O)[C@@H]1[C@H]3C(=O)O[C@H](c4ccccc4)[C@H](c4ccccc4)N3[C@H](c3ccc(O)cc3)[C@@]13C(=O)Nc1ccc(C#CCCO)cc13)CC2 | 24
O=C(O)C1CSC(c2ccccc2)N1 (centres undefined) | -8
C[C@H]1CN([C@@H](C)CO)C(=O)Cc2cc(NC(=O)CCN3CCOCC3)ccc2O[C@H]1CN(C)Cc1ccncc1 | -2
C[C@@H]1CCCCO[C@@H](CN(C)S(=O)(=O)c2cn(C)cn2)[C@@H](C)CN([C@H](C)CO)C(=O)c2cc(NS(=O)(=O)c3ccc(Cl)cc3)ccc2O1 | 4
C[C@@H]1CN([C@H](C)CO)C(=O)Cc2cc(NS(=O)(=O)c3ccc(F)cc3)ccc2O[C@H]1CN(C)Cc1ccc(C(F)(F)F)cc1 | 207*
COc1ccc(OC)c(NC(=O)Cn2cc(C(=O)C3CC3)c3ccccc32)c1 | 13
COc1ccc(C(=O)Nc2ccc3[nH]ccc3c2)cc1 | -7
Cc1cccc(C)c1OCC(=O)Nc1ccc([N+](=O)[O-])cc1O | -11
C[C@H]1CN([C@@H](C)CO)C(=O)c2cc(NC(=O)Nc3cccc4ccccc34)ccc2O[C@H]1CN(C)S(=O)(=O)c1ccccc1 | 13
O=C(NCc1cccs1)c1cc(-c2ccccc2)nc2ccccc12 | 8
O=C(NO)c1ccc(C(=O)N/N=C/c2ccc([N+](=O)[O-])s2)cc1 | -19
O=C(NCCc1ccccc1)C1CCCN(c2ncnc3c2sc2cccc(F)c23)C1 (centres undefined) | 43
C=CCN1C(=O)[C@]2(O[C@H](CCO)[C@@H]([Si](C)(C)c3ccc(OC)cc3)[C@@H]2C)c2cc(NC(=O)[C@H](C)O)ccc21 | 7
CC(C)(C)C1CCc2c(sc3ncn(CC(=O)NCc4ccco4)c(=O)c23)C1 (centres undefined) | 13
CCCn1nc(NC(=O)c2cccc(Cl)c2)c2cc3cc(C)ccc3nc21 | 17
CCCc1oc(C(=O)O)cc1CN1CCOCC1 | -1
CN(C)CC[C@H](c1ccc(Cl)cc1)c1ccccn1 | -5
Cc1cc(C(=O)Nc2cccc3c2O[C@H](CN(C)C(=O)Nc2ccc(C(F)(F)F)cc2)[C@@H](C)CN([C@H](C)CO)C3=O)n(C)n1 | -1
C[C@@H]1CN([C@H](C)CO)C(=O)Cc2cc(NC(=O)CCN3CCOCC3)ccc2O[C@H]1CN(C)S(=O)(=O)c1ccc(Cl)cc1 | 5
COc1cc(C2NC(=O)NC(c3ccccc3)=C2C(=O)c2ccccc2)cc(I)c1OCC(=O)O (centres undefined) | -2
COc1cc(NC(=S)NC(=O)C(C)Oc2ccc(Cl)cc2Cl)c(OC)cc1Cl (centres undefined) | 2
COc1cc2c(c3oc(-c4ccccc4)cc(=O)c13)C=CC(C)(C)O2 | 24
COc1ccc(NC(=O)Nc2cccc3c2O[C@@H](CN(C)CC2CC2)[C@H](C)CN([C@H](C)CO)C3=O)cc1 | -4
C[C@H](CO)N1C[C@H](C)[C@@H](CN(C)Cc2ccc(C(F)(F)F)cc2)OCc2cn(nn2)CCCC1=O | -2
C[C@H]1CN([C@@H](C)CO)C(=O)c2cc(NC(=O)CCC(F)(F)F)ccc2O[C@@H]1CN(C)C(=O)Nc1ccc2c(c1)OCO2 | 5
C[C@@H]1CN([C@@H](C)CO)C(=O)c2cc(NC(=O)Nc3ccccc3)ccc2O[C@H]1CN(C)Cc1ccccc1 | 8
COC(=O)c1cc(S(=O)(=O)Nc2cccc(-c3cnco3)c2)oc1C | 0
C[C@H](CO)N1C[C@H](C)[C@@H](CN(C)Cc2ccc(-c3ccccc3)cc2)Oc2ccc(NC(=O)Nc3ccc4c(c3)OCO4)cc2C1=O | 28
C[C@H]1CN([C@@H](C)CO)C(=O)c2cccc(NC(=O)CCCCCC(=O)Nc3ccccc3N)c2O[C@@H]1CN(C)CC1CCCCC1 | 73
CCC1Oc2ccc(Cl)cc2N(CC(=O)NCCc2ccccc2)C1=O (centres undefined) | -9
COC(=O)C(CC#Cc1ccc2c(c1)[C@]1(C(=O)N2)[C@H](C(=O)N2CCCCCCC2)[C@H]2C(=O)O[C@H](c3ccccc3)[C@H](c3ccccc3)N2[C@@H]1c1ccccc1OCCO)C(=O)OC | 50
C[C@@H]1CCCCO[C@@H](CN(C)Cc2ccc(C(F)(F)F)cc2)[C@@H](C)CN([C@H](C)CO)C(=O)c2cc(NC(=O)Nc3cccc4ccccc34)ccc2O1 | -5
Cc1sc2ncnc(N3CCN(Cc4ccccc4)CC3)c2c1-c1ccc(F)cc1 | -3

Screening data: PubChem, Broad Institute
